Screening results: PubChem, Johns Hopkins Ion Channel Center
KCNQ2 inh = KCNQ2 potassium channel inhibitors, primary screen, cell-based, CHO-K1, FluxOR thallium flux, B-score (AID 2156) | Potassium voltage-gated channel subfamily KQT member 2 (Rattus norvegicus), O88943 | 20 min; active compounds read low | B-score at 10 µM | hit rate 1.1% among 310,000;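 active = fluorescence ratio B-score at most minus 3 library SDs, with starting brightness B-score within 2 library SDs, cut at about -5.5 in these data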
Kir21 block = inhibitors of mouse Kir2.1 inward-rectifier potassium channel; Inward rectifier potassium channel 2 (Mus musculus), P35561; HEK293-Kir2.1, FluxOR thallium flux fluorescence; active compounds read low; B-score at 10 µM; hit rate 0.85% among 310,000;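 active = fluorescence ratio B-score at or below minus 3 SD of library scores, with starting-brightness B-score within 2 SD, cut at about -4.2 in these data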;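 note: channel flux triggered by added potassium and thallium sulfate stimulus; B-score of peak minus minimum fluorescence over baseline after thallium stimulus; more negative B-score means stronger Kir2.1 block with less thallium influx; some compounds called inactive have numbers as strong as hits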
Target sequence (P35561 whole entry, looked up): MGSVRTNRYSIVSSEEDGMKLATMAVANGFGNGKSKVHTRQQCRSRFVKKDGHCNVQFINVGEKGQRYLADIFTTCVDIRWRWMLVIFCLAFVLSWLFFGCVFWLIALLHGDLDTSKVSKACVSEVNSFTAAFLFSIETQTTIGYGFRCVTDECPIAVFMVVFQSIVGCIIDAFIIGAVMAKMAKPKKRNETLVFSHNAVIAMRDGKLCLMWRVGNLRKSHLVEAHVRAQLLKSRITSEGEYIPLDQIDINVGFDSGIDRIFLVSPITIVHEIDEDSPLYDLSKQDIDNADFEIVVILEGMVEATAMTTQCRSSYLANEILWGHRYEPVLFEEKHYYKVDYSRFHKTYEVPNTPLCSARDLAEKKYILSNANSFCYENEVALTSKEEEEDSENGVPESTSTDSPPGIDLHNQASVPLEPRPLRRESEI
* hit, by the source's call; i = inactive.

A first look (six entries):
SMILES	KCNQ2 inh	Kir21 block
N/C(=N\OC(=O)C(c1ccccc1)c1ccccc1)c1ccncc1	i	0.09
COc1cc(/C=C/c2nc3ccccc3c(=O)[nH]2)cc(Cl)c1O	i	0.68
O=Cc1c(NCc2ccc(F)cc2)c2ccccc2[nH]c1=O	i	1.43
O=C(NCc1ccccn1)Nc1ccc(Cl)cc1	i	0.46
C=CCSC1=N/C(=C\c2sccc2C)C(=O)S1	i	0.04
CC(=O)OCC(OC(C)=O)C(OC(C)=O)C(OC(C)=O)C(=O)Nc1ccc(C)cc1 (stereo unspecified)	i	-0.21

Main list (from the top)
SMILES	KCNQ2 inh	Kir21 block
N/C(=N\OC(=O)C(c1ccccc1)c1ccccc1)c1ccncc1	i	0.09
COc1cc(/C=C/c2nc3ccccc3c(=O)[nH]2)cc(Cl)c1O	i	0.68
O=Cc1c(NCc2ccc(F)cc2)c2ccccc2[nH]c1=O	i	1.43
O=C(NCc1ccccn1)Nc1ccc(Cl)cc1	i	0.46
C=CCSC1=N/C(=C\c2sccc2C)C(=O)S1	i	0.04
CC(=O)OCC(OC(C)=O)C(OC(C)=O)C(OC(C)=O)C(=O)Nc1ccc(C)cc1 (stereo unspecified)	i	-0.21
CCN(CC)CCCNC(=O)c1c(O)c2cc(F)cc3c2n(c1=O)C(C)CC3 (stereo unspecified)	i	-0.51
COc1ccc(S(=O)(=O)N2CCC(C(=O)NCCC3=CCCCC3)CC2)cc1C	i	-0.16
O=C(CN(C(=O)CNC(=O)c1cccs1)c1ccccc1)NC1CCCCC1	i	0.96
COc1ccc(N2C(=O)CC(N(C)CCc3ccc(OC)c(OC)c3)C2=O)cc1 (stereo unspecified)	i	0.05
Cc1ccc(SCCNC(=O)/C=C/c2cccc([N+](=O)[O-])c2)cc1	i	0.22
Cc1cc(C)nc(N2CCCC(CCC(=O)NCc3ccc(F)c(F)c3)C2)n1 (stereo unspecified)	i	-1.33
CCN(CC)S(=O)(=O)c1ccc2oc(C(=O)NCCCN3CCOCC3)c(C)c2c1	i	-0.69
Cn1c(-c2ccc(Cl)cc2)ccc(C#N)c1=O	i	0.02
CC(NCc1ccccc1O)C12CC3CC(CC(C3)C1)C2 (stereo unspecified)	i	-2.79
CC(=O)c1ccccc1NC(=O)COC(=O)/C=C/c1ccc(OC(F)F)cc1	i	-1.47
O=C(O)c1cc(-c2ccc(Cl)c(Cl)c2)n(-c2ccc(F)cc2)n1	i	0.35
CCCC(C)C(=O)Nc1cccc(NC(C)=O)c1 (stereo unspecified)	i	1.43
COc1cccc2c(=O)n(CC(=O)NC3CCCCC3)ccc12	i	-1.42
COc1ccc(N2CCN(C(CNC(=O)c3cccc(Cl)c3)c3cccnc3)CC2)cc1 (stereo unspecified)	i	0.55
COc1cccc(-c2nc(CCl)cs2)c1	i	0.62
CN1CCN(C(CNS(=O)(=O)c2ccc(Cl)cc2)c2cccnc2)CC1 (stereo unspecified)	i	0.98
C=CCOc1ccc(/C(O)=C2/C(=O)C(=O)N(CCN3CCOCC3)C2c2ccc(C)cc2)cc1 (stereo unspecified)	i	-0.16
COc1ccc2cc(C(=O)NCC(=O)O)sc(=O)c2c1OC	i	2.43
O=C(Nc1ccccn1)c1ccc2c(c1)OCO2	i	-0.24
COc1ccc(N2C(=O)C3CCCN3C2c2ccccc2)cc1 (stereo unspecified)	i	-1.28
O=C(CCCCn1c(=O)c2ccccc2n(Cc2ccccc2)c1=O)NC1CCN(Cc2ccccc2)CC1	i	1.09
CCCNc1nc2c(c(=O)n(C)c(=O)n2C)n1Cc1cccc(C)c1	i	0.5
Cc1ccc(OCC(=O)Nc2cc(C(=O)O)cc(C(=O)O)c2)cc1C	i	0.92
COc1ccc(C(=O)Nc2nc3c(s2)CCCC3)cc1S(=O)(=O)N1CCCc2ccccc21	i	0.53

Among those listed so far, these have four or more nitrogen atoms:
SMILES	KCNQ2 inh	Kir21 block
Cc1cc(C)nc(N2CCCC(CCC(=O)NCc3ccc(F)c(F)c3)C2)n1 (stereo unspecified)	i	-1.33
COc1ccc(N2CCN(C(CNC(=O)c3cccc(Cl)c3)c3cccnc3)CC2)cc1 (stereo unspecified)	i	0.55
CN1CCN(C(CNS(=O)(=O)c2ccc(Cl)cc2)c2cccnc2)CC1 (stereo unspecified)	i	0.98
O=C(CCCCn1c(=O)c2ccccc2n(Cc2ccccc2)c1=O)NC1CCN(Cc2ccccc2)CC1	i	1.09
CCCNc1nc2c(c(=O)n(C)c(=O)n2C)n1Cc1cccc(C)c1	i	0.5

Next entries follow:
SMILES	KCNQ2 inh	Kir21 block
CCCCCn1c(=S)[nH]c2ncccc2c1=O	i	0.07
C/C(=N\Nc1ccc([N+](=O)[O-])cc1[N+](=O)[O-])c1cccnc1	i	1
COc1ccccc1OCCNC(=O)CNC(=O)c1ccc(Cl)c(Cl)c1	i	-0.78
COc1ccc(C2CCCN2C(=S)Nc2ccc(C)c(C)c2)cc1OC (stereo unspecified)	i	-0.1
O=C(O)C(Cc1cn[nH]n1)=NO	i	0.45
Cc1c(C(=O)C(=O)N2CC=C(c3ccccc3)CC2)c2ccccc2n1C	i	0.3
CCC(=O)c1ccc(OCC(=O)OCC(=O)NCC2CCCCC2)cc1	i	0.88
O=C(Nc1c(C(=O)N2CCOCC2)cnn1-c1ccccc1)c1ccc(F)cc1	i	0.34
CCOc1ccc(C(=O)N[C@H](C(=O)Nc2ccc(OC)c(S(=O)(=O)N3CCOCC3)c2)C(C)C)cc1	i	1.99
CN1CCN(Cc2c(C(=O)N/N=C/c3cccc(Br)c3)nnn2-c2nonc2N)CC1	i	-1.77
COc1ccccc1NC(=O)Nc1nc(CC(=O)N2CCN(c3ccccc3F)CC2)cs1	i	-0.01
CN(C)/C=C/C(=O)c1ccccc1F	i	-0.45
O=C(OCc1cc2ccccc2[nH]c1=O)c1cccnc1	i	-0.75
Cc1ccc(S(=O)(=O)Nc2nc(C)c(C(=O)N/N=C/c3ccccc3)s2)cc1	i	-0.01
O=c1c(Cc2ccc(F)cc2)c(O)ccn1CCCN1CCOCC1	i	-0.93
Cc1ccc(NC(=O)N(CCC(=O)O)Cc2ccccc2)cc1	i	0.56
CCCN1CCN(CCCNC(=O)CN2C(=O)COc3ccccc32)CC1	i	0.27
COC(=O)C1=C(C)N(Cc2ccccc2)C(=O)N[C@H]1CCc1ccccc1	i	1.01
CCCCOc1ccc(CN2CCC(O)CC2)cc1	i	-0.49
O=C(CCCc1nc(-c2ccccc2Cl)no1)NCc1cccnc1	i	-0.3
Cc1cc(C)cc(OCc2nc3ncc(Br)cc3[nH]2)c1	i	-0.71
COc1ccc(CN2CCNC(=O)C2CC(=O)NCCC2=CCCCC2)c(F)c1 (stereo unspecified)	i	-0.46
CCOC(=O)C1(Cc2ccccc2)C(=O)Nc2ccccc21 (stereo unspecified)	i	-0.04
CC(C)CN(C(=O)c1nn(C)c(=O)c2ccccc12)c1nc2ccccc2s1	i	0.31
O=[N+]([O-])c1cccc(CSc2nnc(Cc3ccccc3)n2-c2ccc(F)cc2)c1	i	-5.78*
CC(C)=CC(=O)OCC(=O)Nc1ccc(SC(F)F)cc1	i	-0.44
S=C(NN=C1CCN(Cc2ccccc2)CC1)NC1CCCCC1	i	0.14
Cc1cc(-n2ccc(=O)[nH]c2=O)nc(-c2ccccc2)n1	i	0
CCOc1ccc(C(=O)C2CCN(CC(=O)Nc3nccs3)CC2)cc1	i	-0.88
Cc1ccc(/C=N/n2c(COc3ccccc3)n[nH]c2=S)o1	i	0.6
Cc1cc(/C=C(\C#N)C(=O)Nc2ccccc2)c(C)n1-c1ccc(C(=O)O)cc1	i	2.15
CCOC(=O)C1=C(C)NC2=C(C(=O)CC(C)(C)C2)C1c1cccc(C)n1 (stereo unspecified)	i	-0.66
COC(=O)c1ccc(Nc2nc(C)cc(C)n2)cc1	i	1.7
Cn1c(=O)n(-c2cccc(Cl)c2)c(=O)c2c3c(sc21)COC(C)(C)C3	i	0.47
CC(NC(=O)C(=O)N1CCCCC1)C(c1cccs1)N1CCN(C)CC1 (stereo unspecified)	i	0.87
CC(=O)C(=Nc1ccccc1Cl)NNc1ccc(Cl)cc1	i	-0.02
COCc1cc(=O)[nH]c(-c2ccccc2OC(F)(F)F)n1	i	1.59
CN(C(=S)Nc1ccc(SC(F)F)cc1)c1ccc(O)cc1	i	-1.69
Cn1c(SCC(=O)NCC2CCCO2)nc2c([nH]c3ccccc32)c1=O (stereo unspecified)	i	-0.3
Cc1ccc2nc(N(CCCN(C)C)C(=O)c3ccc4ncsc4c3)sc2c1	i	-2.96
Cc1nnc(NC(=O)c2c(F)cccc2F)s1	i	0.97
Cc1ccc(CNC(=O)c2cc(S(=O)(=O)N3CCOCC3)cn2C)cc1	i	-1.99
CCc1ccccc1NC(=O)CCCSc1nc2ccccc2s1	i	-0.08
COc1ccc2cc(C(=O)C3CCCN(Cc4cnc(N5CCOCC5)s4)C3)ccc2c1 (stereo unspecified)	i	-0.73
COc1ccc(Cn2c(CCC(=O)NCCC(C)C)nc3ncccc3c2=O)cc1	i	0.02
Cc1ccccc1NC(=S)NNC(=O)c1ccco1	i	0.16
CCOc1ccc(N2C(=O)CN(C)C2=S)cc1	i	1.21
Cc1cc(OC(=O)c2ccccc2Cl)cc(=O)n1C	i	-1.43
CNCc1ccccc1OCc1ccccc1F	i	2.17
O=c1oc2ccccc2c(NCc2ccccc2F)c1[N+](=O)[O-]	i	-1.04
CC1(C)CC(CCN(Cc2ccccc2)C(=O)c2ccco2)(c2ccccc2)CCO1 (stereo unspecified)	i	-0.24
Cc1csc(SCC(=O)c2cc(C)n(Cc3cccs3)c2C)n1	i	-0.93
Cc1cccc(S(=O)(=O)NCCc2ccccc2)c1	i	1.74
O=C(Cn1ccc(C(F)(F)F)n1)NNC(=O)c1cccnc1	i	0.76
Cc1ccc(-c2nn(-c3ccccc3)cc2CN(C)C(=O)CCC(=O)O)cc1C	i	-0.84
Oc1c(Cl)cc(Cl)cc1C=Nc1cc(C(F)(F)F)ccc1N1CCc2ccccc2C1	i	-0.77
CCOC(=O)C(C)Oc1ccccc1C1NC(=O)NC(C)=C1C(=O)Nc1ccc(C)c(C)c1 (stereo unspecified)	i	-1.12
COCCNC(=S)N/N=C(\C)c1ccc(C)c([N+](=O)[O-])c1	i	-0.69
OCC[C@H]1C[C@@H](O)[C@H](O)[C@]2(CCCCO2)O1	i	0.12
COc1ccc(NC(=O)CN2CCN(CC(=O)Nc3ccccc3Cl)CC2)cc1	i	0.28

(further entries)
SMILES	KCNQ2 inh	Kir21 block
O=c1[nH]c2ccccc2nc1C(Nc1ccccc1)c1ccccc1 (stereo unspecified)	i	1.34
CN(CCN1CCOCC1)Cc1nc(-c2ccc3c(c2)OCO3)no1	i	-2.61
O=C(Oc1ccc2c(=O)c(Oc3ccc4ccccc4c3)coc2c1)c1ccco1	i	-0.1
CC(=O)Nc1cccc(C(=O)N2CCC(n3nccc3NC(=O)CC(C)C)CC2)c1	i	0.8
O=C(COc1ccc(/C=N/NS(=O)(=O)c2ccccc2)cc1)Nc1ccc(F)cc1	i	0.33
O=C(CCCN1C(=O)/C(=C\c2ccccc2)SC1=S)Nc1ccc(O)cc1C(=O)O	i	1.26
COCCN(C(=O)COC(=O)/C=C/c1ccccc1Cl)c1c(N)n(Cc2ccccc2)c(=O)[nH]c1=O	i	-0.2
COc1ccc(C(=O)c2c(NC(C)=O)sc3c2CCN(C(=O)OC(C)(C)C)C3)cc1	i	-0.06
Cc1onc(-c2ccccc2)c1C(=O)Nc1ccc(S(=O)(=O)NC(C)(C)C)cc1	i	-0.14
COc1cccc(C(=O)Nc2nc3ccc(S(C)(=O)=O)cc3s2)c1	i	-0.8
Cc1ccccc1CNC(=O)C(=O)NCCC1CCCCN1S(=O)(=O)c1ccccc1 (stereo unspecified)	i	-0.15
CCC1(C)Cc2nc(Cl)c(C#N)cc2CO1 (stereo unspecified)	i	-0.2
FC(F)(F)c1cccc(-n2cc(-c3ccccc3)[nH]c2=S)c1	i	1.22
Cc1c(C(=O)N2CCOCC2)sc2nc(-c3ccccc3)cn12	i	-0.68
Cc1ccc2c(COC(=O)c3ccccc3Br)cc(=O)oc2c1	i	1.09
CC(C)(C)CN1CCN(Cc2cc3ccccc3[nH]2)CC1CCO (stereo unspecified)	i	-0.14
NNC(=O)CCn1c2ccccc2c2ccccc21	i	-0.01
Cc1ccc(CCNC(=O)CN2CCN(Cc3ccccc3F)C2=O)cc1	i	-0.63
CC(=O)/C=C(\C)NCCNc1c(F)c(F)c(CO)c(F)c1F	i	-1
O=c1[nH]c(CN2CCN(S(=O)(=O)c3ccc4c(c3)OCCO4)CC2)nc2sc3c(c12)CCCC3	i	-0.22
CCOC(=O)c1[nH]c2ccc(OC)cc2c1NC(=O)NC(C)C	i	2.07
CCC(C)NC(=O)c1ccccc1NC(=O)c1ccccc1N(C)S(C)(=O)=O (stereo unspecified)	i	-0.25
O=C(O)Cn1c(SCCOc2ccccc2F)nc2ccccc21	i	-1.23
Cc1cc(NC(=O)CSc2nnc(-c3ccccc3)c(-c3ccccc3)n2)no1	i	-0.47
COc1cccc(NC(=O)c2ccccc2N2C(=O)C3C4C=CC(C4)C3C2=O)c1 (stereo unspecified)	i	-0.01
COc1ccccc1-c1nc(-c2ccc(C)nc2OC)no1	i	-0.42
O=C(c1ccc(Cl)cc1)N1CCN(CCOc2ccccc2)CC1	i	0.64
Cc1cc([N+](=O)[O-])nn1CC(=O)NCc1nc2ccccc2[nH]1	i	0.63
CCN(CC)c1ccc2c(C)c(CN3CCOCC3)c(=O)oc2c1	i	-1.28
CC1(CC(=O)N/N=C/c2cc(Br)c(O)cc2O)OCCO1	i	-1.07

Outcome played no part in choosing rows, and some 1.9% of all compounds hit somewhere here.
